# Compound activity deposited in PubChem BioAssay by several laboratories.
# Hsp90 block = tumor Hsp90 inhibitors, primary screen, cell lysate, fluorescence polarization, NCI-N417 lysate | Heat shock protein HSP 90-alpha (Homo sapiens), P07900 | Cy3B-geldanamycin FP displacement | 0.35% of 64,000 active | inhibition, % at 30 µM | AID 429, 2006;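 active = inhibition above 50%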;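 also: 0% = tracer plus lysate wells and 100% = tracer alone without lysate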
# AP complement = alternative complement pathway inhibitors, primary screen, biochemical, ELISA, human serum, orthogonally pooled compounds. LPS-coated ELISA, C3 deposition; tested in compound mixtures. inhibition, % at 5 µM. 0.08% of 62,000 active. AID 1235, 2008;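 active = inhibition above 30% in each of the two pooled mixtures holding the compound, so the lower value exceeds 30%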;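 also: 0% = serum in Mg-EGTA without compound and 100% = EDTA serum blank; some compounds past the cut are filed as inactive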
#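 Test system – human serum alternative complement pathway, C3 deposition on LPS-coated wells · Buffer or medium – diluted human serum in Mg2+-EGTA GVB++ · Compound dosing – 5 µM each compound, pools of ten, 50 µM per pool · Schedule – 1 h serum-compound exposure at 37 °C · Measured by – Anti-C3 ELISA, OD 450 nm · Read-out basis – percent inhibition of C3 deposition onto LPS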
# FXIa inh mix = FXIa protease inhibitors in compound pools, primary screen, biochemical, 10-compound mixtures. Coagulation factor XI (Homo sapiens), P03951. purified FXIa, fluorogenic substrate, pooled mixtures. inhibition, % at 5 µM. 0.19% of 62,000 active;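 also: each value is inhibition by a whole ten-compound pool holding the compound; 0% = enzyme with no mixture and 100% = wells lacking enzyme; strong numbers were not always called active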
# Target sequence (P03951 19-387 limits assumed): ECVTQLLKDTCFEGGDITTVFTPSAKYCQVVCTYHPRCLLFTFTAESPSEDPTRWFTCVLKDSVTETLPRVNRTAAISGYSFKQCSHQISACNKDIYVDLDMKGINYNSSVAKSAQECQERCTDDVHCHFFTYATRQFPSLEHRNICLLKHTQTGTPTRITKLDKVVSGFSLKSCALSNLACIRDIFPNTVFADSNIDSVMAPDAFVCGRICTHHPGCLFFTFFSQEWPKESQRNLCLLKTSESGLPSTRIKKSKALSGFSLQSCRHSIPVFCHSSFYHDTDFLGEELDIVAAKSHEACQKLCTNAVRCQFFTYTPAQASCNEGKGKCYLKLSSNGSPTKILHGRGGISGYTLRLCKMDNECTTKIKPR
# Target sequence (P03951 388-625 limits assumed): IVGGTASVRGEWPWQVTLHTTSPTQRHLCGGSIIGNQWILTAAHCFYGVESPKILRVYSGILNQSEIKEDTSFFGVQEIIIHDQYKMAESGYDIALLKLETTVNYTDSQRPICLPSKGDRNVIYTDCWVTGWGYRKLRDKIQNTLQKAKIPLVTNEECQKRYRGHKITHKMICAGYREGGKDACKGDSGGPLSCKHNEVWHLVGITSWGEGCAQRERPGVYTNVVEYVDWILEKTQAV
# Cdc25B inh = inhibitors of Cdc25B phosphatase catalytic domain, primary screen, biochemical, OMFP fluorescence | M-phase inducer phosphatase 2 (Homo sapiens), P30305 | recombinant Cdc25B, OMFP fluorescence Ex485/Em525 | inhibition, %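 (compounds tested at 10 µM final in the well)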 | 0.1% of 65,000 active; in the data active = inhibition above about 50%
# MKP-1 inh = MKP-1 phosphatase inhibitors, primary screen, biochemical, in vitro; recombinant MKP-1, OMFP hydrolysis fluorescence; inhibition, %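 (compounds tested at a single concentration somewhere between 10 and 100 µM)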; 0.15% of 65,000 active; AID 374, 2006;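 active = inhibition above about 50%, limit read from the data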;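 also: 0% = DMSO max control wells and 100% = wells with enzyme stopped by NaOH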
# Target sequence (P28562 whole entry, looked up): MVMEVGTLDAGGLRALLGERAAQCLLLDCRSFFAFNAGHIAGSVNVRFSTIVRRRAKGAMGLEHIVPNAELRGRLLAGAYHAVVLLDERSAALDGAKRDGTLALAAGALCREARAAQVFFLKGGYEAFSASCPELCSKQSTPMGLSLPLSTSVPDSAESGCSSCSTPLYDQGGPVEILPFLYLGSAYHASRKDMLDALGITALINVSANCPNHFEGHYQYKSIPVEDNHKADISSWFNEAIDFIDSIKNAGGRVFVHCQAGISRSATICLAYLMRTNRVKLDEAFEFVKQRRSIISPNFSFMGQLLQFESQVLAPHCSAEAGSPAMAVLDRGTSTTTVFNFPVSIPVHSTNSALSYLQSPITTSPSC
# JNK3 blocker = JNK3 kinase activity inhibitors, primary screen, biochemical, human, purified enzyme; 0.61% of 60,000 active; inhibition, % at 8 µM; HTS; Mitogen-activated protein kinase 10 (Homo sapiens), P53779; in the data active = inhibition above about 17%;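 also: 0% = DMSO and 100% = reference inhibitor; many of its hits are not listed in these tables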
# Abs 340nm = compound light absorbance at 340 nm, profiling panel, artefact control, biochemical, MLSMR library, data from PS, PMK, MK assays. fold change at 10 µM. compound absorbance at 340 nm, fold over control. 65,000 tested, under 10 active;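 active = at 10 µM dose, initial 340 nm absorbance at least 2 fold that of control wells; inactive = change under 2 fold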;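 also: initial absorbance extrapolated from kinetic A340 decline of NADH oxidation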
# FXIIa inh mix = human factor XIIa inhibitors, primary screen, biochemical, pooled compound mixtures, fluorogenic substrate; inhibition, % at 5 µM; Coagulation factor XII (Homo sapiens), P00748; purified FXIIa; AID 684, 2007; 0.2% of 62,000 active;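 also: 0% = enzyme without compound and 100% = no enzyme blank; some results filed as inactive read as strong as hits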
# MMP13 inh = human MMP13 inhibitors, primary screen, biochemical, FRET peptide cleavage | MMP-13 fTHP FRET cleavage, Mca fluorescence | Collagenase 3 (Homo sapiens), P45452 | inhibition, % at 4 µM | 0.07% of 65,000 active;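 active = inhibition above the mean of compound-free control plate wells plus 3 SD, cut at about 14% in these data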;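 also: 0% = DMSO wells and 100% = wells with reference MMP-13 inhibitor after basal subtraction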
# * = called active by the depositor; i = inactive; / = no result given; & = joins results of further samples; [ ] = dose if it differs, or a comment. Rule as the data show it, unless noted: active = inhibition above about 20% (passing the limit was not always enough); inactive = the rest. No enrichment for hits. About 1.5% of those tested had a hit in this group.
compound,Hsp90 block,AP complement,FXIa inh mix,Cdc25B inh,MKP-1 inh,JNK3 blocker,Abs 340nm,FXIIa inh mix,MMP13 inh
COc1ccc(-c2nc3ncccn3c2Nc2ccc3c(c2)OCCO3)cc1,12,10,17,-3,-15,/,1.1,8,-3
CC(c1ccccc1)n1cc(C(=O)NCc2cccnc2)nn1 (stereo not given),0,18,0,-3,24,/,1.1,-16,1
Cc1cccc(CCNC(=O)C2CCC(CNc3c(N4CCCC4)c(=O)c3=O)CC2)c1 (stereo not given),-1,30,-8,-8,10,-4,1.1,10,6
O=C1c2ccccc2S(=O)(=O)N1CCOc1ccc(F)cc1,0,-9,1,-10,-8,4,1,7,-2
Cc1oc(-c2ccc(F)cc2)cc1-c1nn2c(-c3ccoc3C)nnc2s1,/,4,4,5,39,/,1.1,4,0
CCN1C(=O)C2(/C(=C(\O)c3ccc4c(c3)OCCO4)C(=O)C(=O)N2CCCOC)c2ccccc21 (stereo not given),-2,6,7,3,-15,7,1.1,-25,2
COc1ccc(C2C(C#N)=C(N)SC(N)=C2C#N)cc1OC,-10,2,5,-20,-30,22*,1.1,-5,1
CN(C(=O)C1CCCO1)c1nnc(-c2ccccn2)s1 (stereo not given),-2,9,10,-14,0,-8,1.2,1,-160
CCCCc1c(O)nc(SCC(=O)N2CCOCC2)n(-c2ccccc2C)c1=O,-2,-1,4,-4,-4,-3,1,1,2
Cc1cc(C(C)(C)C)c(O)c(C)c1CC1=NCCN1,-3&-1,8,43,1,-11,1,1,2,-9
CCOC(=O)c1cc2c(=O)n3ccccc3nc2n(CCCOC)c1=NC(=O)C(C)(C)C,-4,16,-13,-2,6,/,1,7,i[fluorescence artefact?]
COc1ccc(CN2CC(C(=O)NCCCN3CCN(C)CC3)CC2=O)cc1 (stereo not given),0,18,-3,-9,-3,/,1.1,3,-1
CCCn1c(=N)n(CC(=O)c2cccs2)c2ccccc21,0,-7,0,-1,-7,-1,1,-3,-1
O=C(c1ccccc1)c1cccn1CC(=O)N1CCN(c2ccc(F)cc2)CC1,-1,4,-2,-3,-7,-2,1,3,3
Cc1cc(NC(=O)Cn2nnc3sc4c(c3c2=O)CCCC4)no1,-4,-1,9,-5,21,5,1,2,4
COc1cc(NC(=O)c2ccc(C)cc2)c(OC)cc1NC(=O)CN1CCOCC1,10,1,-27,8,-2,3,1.1,12,4
CCOC(=O)N1CCN(C(=O)Cn2cc3c(n2)CCCC3)CC1,0,17,12,-11,-3,3,1,-14,-1
COC(=O)c1cc(C)sc1NC(=O)CCCC(=O)O,-7,17,5,-9,1,-3,1.1,14,3
O=C(Nc1ccc2oc(-c3ccccc3Cl)nc2c1)c1ncn[nH]1,-3,0,7,-1,17,1,1.1,3,-35
CC(C)Nc1oc(Cc2cccc3ccccc23)nc1C#N,-17,7,7,3,9,-2,1.1,41,3
COc1ccc(NC(=O)c2cnc(C)cn2)cc1-n1cnnn1,-2,4,0,-8,2,-3,1,-11,-2
CC(=O)Nc1ccc(NC(=O)Cn2cc3c(n2)CCC(C)C3)cc1 (stereo not given),2,-1,12,-12,0,-8,0.99,11,3
CC(=O)N1CCc2cc(S(=O)(=O)NC(C(=O)Nc3ccc4c(c3)OCCO4)C(C)C)ccc21 (stereo not given),0,23,1,12,5,5,0.99,8,-8
CCC(OC(=O)CCc1nc2ccccc2[nH]c1=O)C(=O)c1ccccc1 (stereo not given),-6,7,9,2,28,/,1.1,1,3
c1csc(-c2cn3c(n2)SCC3)c1,-2,1,7,-22,-9,-8,1,7,-7

# Copied from the listing (nine entries):
compound,Hsp90 block,AP complement,FXIa inh mix,Cdc25B inh,MKP-1 inh,JNK3 blocker,Abs 340nm,FXIIa inh mix,MMP13 inh
Cc1cc(C(C)(C)C)c(O)c(C)c1CC1=NCCN1,-3&-1,8,43,1,-11,1,1,2,-9
CCOC(=O)c1cc2c(=O)n3ccccc3nc2n(CCCOC)c1=NC(=O)C(C)(C)C,-4,16,-13,-2,6,/,1,7,i[fluorescence artefact?]
COc1ccc(CN2CC(C(=O)NCCCN3CCN(C)CC3)CC2=O)cc1 (stereo not given),0,18,-3,-9,-3,/,1.1,3,-1
CCCn1c(=N)n(CC(=O)c2cccs2)c2ccccc21,0,-7,0,-1,-7,-1,1,-3,-1
O=C(c1ccccc1)c1cccn1CC(=O)N1CCN(c2ccc(F)cc2)CC1,-1,4,-2,-3,-7,-2,1,3,3
Cc1cc(NC(=O)Cn2nnc3sc4c(c3c2=O)CCCC4)no1,-4,-1,9,-5,21,5,1,2,4
COc1cc(NC(=O)c2ccc(C)cc2)c(OC)cc1NC(=O)CN1CCOCC1,10,1,-27,8,-2,3,1.1,12,4
CCOC(=O)N1CCN(C(=O)Cn2cc3c(n2)CCCC3)CC1,0,17,12,-11,-3,3,1,-14,-1
COC(=O)c1cc(C)sc1NC(=O)CCCC(=O)O,-7,17,5,-9,1,-3,1.1,14,3

# Other entries follow.
compound,Hsp90 block,AP complement,FXIa inh mix,Cdc25B inh,MKP-1 inh,JNK3 blocker,Abs 340nm,FXIIa inh mix,MMP13 inh
COC(=O)COc1nsnc1N1CCOCC1,0,-14,1,11,-20,1,1,5,5
O=C(Nc1nnc(SCc2ccc(F)cc2)s1)c1ccco1,-4,6,5,25,6,9,1.1,-2,4
Cc1c(C)c2cc(Cl)c(O)c(CN3CCCC(C)C3)c2oc1=O (stereo not given),3,/,/,-12,-29,1,1.1,/,i[fluorescence artefact?]
Cn1c(=O)[nH]c(=O)c2c1nc(N1CCN(Cc3ccccc3)CC1)n2CCSc1ncccn1,-3,9,2,-10,7,1,1,13,6
COCCCNC(=O)c1cc(OC)c(OC)c(OC)c1,-1,3,2,-7,-20,2,1,13,1
O=C(COc1ccc(Cl)cc1)Nc1nc(-c2cccs2)cs1,1,10,6,7,-7,-4,1,-25,2
Cc1cccc(-n2nnc(C(=O)NCc3ccccn3)c2N)c1,-1,17,2,-13,-8,3,0.97,5,2
Cc1nc(NC(=O)CCCC(=O)Nc2nc(C)c(C)s2)sc1C,-4,-4,12,-1,-1,-5,1,-13,-3
COc1ccccc1NC(=O)c1nnn(CC(=O)Nc2cccc(SC)c2)c1N,-1,17,8,-7,7,/,1,-15,-2
Cc1cc(S(=O)(=O)N2CCN(c3ncccn3)CC2)ccc1-n1cnnn1,-1,-4,1,4,-1,/,1,4,2
COc1ccccc1CNC(=O)c1ccc(NS(C)(=O)=O)cc1,-3,14,3,-6,11,-9,1,11,2
COc1ccc2cc(C(c3nnnn3C3CCCCC3)N3CCCCCC3)c3nnnn3c2c1 (stereo not given),-3,-2,3,-5,10,-2,0.99,-2,1
CN(C)CCNC(=O)Cc1c(C(=O)O)n(C)c2ccccc12,3,5,4,0,-19,6,0.99,5,-7
COc1ccc2c(=O)c(N3C(=O)c4ccccc4C3=O)coc2c1,-14,-7,-7,-7,1,6,1,3,1
COc1ccccc1N1CCN(C(=O)c2ccc(CS(=O)(=O)c3ccccc3OC)o2)CC1,-3,19,8,-7,19,-11,0.99,4,-1
CCCc1nnc(NC(=O)CCC(=O)N2CCCCC2CC)s1 (stereo not given),1,15,6,-4,7,-3,0.99,1,5
COc1cccc(NC(=O)Nc2cccs2)c1,-1,5,8,5,10,0,0.99,2,-1
COc1ccc(S(=O)(=O)N2CCc3ccccc32)cc1C(=O)OCc1nnc(-c2ccccc2)o1,0,14,2,-17,29,7,1,-1,0
COCCn1c(CN2CC(C)CC(C)C2)nc2c1c(=O)n(C)c(=O)n2C (stereo not given),-2,35,-25,-1,18,-8,1,1,5
CC1=C(C(N)=O)C(c2ccccc2)n2nc(-c3ccncc3)nc2N1 (stereo not given),-3,6,5,-3,4,2,0.99,8,-2
Cc1onc(-c2ccccc2)c1C(=O)Nc1cc(C(F)(F)F)ccc1N1CCOCC1,-2,-1,-1,-2,22,7,0.99,0,-4
O=C(CNC(=O)c1ccccc1)NC1(C(=O)NC2CCCC2)CCCCC1,-3,19,-18,-3,-1,-2,0.97,-14,1
O=C(Nc1nc(-c2ccc3c(c2)OCO3)cs1)c1ccncc1,2,19,8,1,29,-3,1.1,-17,-3
COc1ccc(N2CCN(C(CNC(=O)C3CCCCC3)c3cccnc3)CC2)cc1 (stereo not given),-2,12,3,9,-1,2,1,7,-11
Cc1ccc(C)n1-n1c(C)nc2sc3c(c2c1=O)CCCCC3,0,1,9,-8,10,-1,1,6,-2

# The list continues.
molecule,Hsp90 block,AP complement,FXIa inh mix,Cdc25B inh,MKP-1 inh,JNK3 blocker,Abs 340nm,FXIIa inh mix,MMP13 inh
O=C1C(Cl)=C(N2CCOCC2)C(=O)N1c1ccccc1Cl,0,0,2,-6,1,4,1.1,11,-2
CC(C)C1Cc2c(C#N)c(N)n(C)c(=S)c2CO1 (stereo not given),-3,/,/,8,-20,2,1.1,/,-21
O=C(Cn1nnc(-c2ccncc2)n1)N(C1CCCCC1)C1CCCCC1,0,8,6,9,7,5,1,8,-2
CCOC(=O)Cn1cc(-c2ccccc2)nn1,-2,12,10,2,1,-4,1,7,-7
COCCn1c(COc2ccc(C)cc2)nc2ccccc21,-3,2,0,-8,0,-4,0.96,5,2
Cc1ccc(-c2nnc(SCC(=O)O)n2N)cc1,-4,3,4,-12,23,-5,1,2,4
CCOc1ccc(N(CC(=O)NCCSc2ccccn2)S(C)(=O)=O)cc1,1,-1,9,-5,13,9,1.1,10,2
COc1cccc(-n2c(SCC(=O)NC3CCCCC3)nc3n[nH]c(C)c3c2=N)c1,10,13,9,7,34,11,1,1,-10
COc1cc(C(=O)NC2=NCCS2)ccc1OCc1c(C)noc1C,-1,8,-1,1,-6,3,1,-3,0
CCOC(=O)CCc1c(C)c2ccc(OCC(=O)OC(C)C)cc2oc1=O,-6,-4,3,-5,2,0,1,5,-161[fluorescence artefact?]
